# Screens: PubChem, several laboratories
# RTF Ca sens inh: cardiac RTF calcium desensitization; hit rate 0.12% among 340,000; inhibition, % at 7.15 µM; P19429+P45379; IANBD-labeled cardiac RTF, Ca2+ fluorescence; AID 493244;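 active = inhibition above the mean inhibition of all tested compounds plus 3 SD, cut at about 17% in these data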;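 also: assay run at fixed EC70 calcium of 1.6 mM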
# cardiac RTF act: cardiac RTF calcium sensitization. P19429+P45379. activation, % at 7.2 µM. hit rate 0.24% among 340,000. IANBD-labeled TnC RTF fluorescence at EC20 calcium; 0% EC20 calcium, 100% full calcium;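 active = activation above the mean over all tested compounds plus 3 SD, cut at about 30% in these data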;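 also: rise in fluorescence read as greater calcium sensitivity of cardiac thin filaments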
# HTR5A ag ctr: counter-screen for OPRM1-OPRD1 agonists: human HTR5A agonism; HTR5A agonist assay, luminescence, cell-based; AID 504692; activation, % at 9.3 µM; hit rate 0.61% among 340,000; in the data active = activation mostly above about 9.5%, no sharp cut-off; inactive = mostly below about 7.6%;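 also: 0% = cells with vehicle only and 100% = reference agonist; strong numbers were not always called active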
# V-ATPase pH: alters yeast V-ATPase proton transport; S. cerevisiae, pHLuorin cytosolic pH fluorescence; response, % at 10 µM; hit rate 0.37% among 350,000; in the data active = response mostly above about 7.3%, no sharp cut-off; inactive = mostly below about 5.4%; also: actives read high; inactives centre near 0; some compounds called inactive have numbers as strong as hits; reference of the scale not given here
# CAL PDZ FP: CAL PDZ (human) peptide binding inhibition. purified CAL PDZ, TMR-peptide fluorescence polarization, 1 h. inhibition, % at 24.9 µM. hit rate 0.92% among 300,000. Q9HD26;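 active = mean inhibition of at least 30% with at least half of replicates also reaching 30%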;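 also: 0% = DMSO neutral control and 100% = excess unlabeled competitor peptide PRC23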
# HTR5A inv ag: HTR5A inverse agonism, opioid heterodimer counter-screen; hit rate 0.083% among 340,000; P47898; inhibition, % at 9.3 µM; HTR5A cell line, luminescence; AID 504634; in the data active = inhibition mostly above about 23%, no sharp cut-off; inactive = mostly below about 18%;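 also: 0% = cells with DMSO and 100% = no-cell wells with DMSO; some compounds called inactive have numbers as strong as hits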
# Keap1 Nrf2 FP: disrupts human Keap1 binding to Nrf2 peptide. hit rate 0.15% among 340,000. Keap1 Kelch-Nrf2 peptide fluorescence polarization, 1536-well. Q14145. inhibition, % at 9.4 µM. AID 504523; in the data active = inhibition above about 12%;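 also: human Keap1 Kelch domain with fluorescein labeled Nrf2 9mer peptide probe; 0% = neutral control wells and 100% = peptide positive control; higher means more block of Keap1 binding to Nrf2 peptide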
# MOR-DOR ag: agonists of human mu-delta opioid receptor heterodimerization | P35372+P41143 | cells, OPRM1-OPRD1 heterodimerization, luminescence | activation, % at 9.3 µM | hit rate 0.3% among 340,000; in the data active = activation above about 18%;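 also: 0% = vehicle-treated cells and 100% = reference agonist; values of inactives mirror those of a sister screen read the other way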
# Target sequence (P35372 whole entry, looked up): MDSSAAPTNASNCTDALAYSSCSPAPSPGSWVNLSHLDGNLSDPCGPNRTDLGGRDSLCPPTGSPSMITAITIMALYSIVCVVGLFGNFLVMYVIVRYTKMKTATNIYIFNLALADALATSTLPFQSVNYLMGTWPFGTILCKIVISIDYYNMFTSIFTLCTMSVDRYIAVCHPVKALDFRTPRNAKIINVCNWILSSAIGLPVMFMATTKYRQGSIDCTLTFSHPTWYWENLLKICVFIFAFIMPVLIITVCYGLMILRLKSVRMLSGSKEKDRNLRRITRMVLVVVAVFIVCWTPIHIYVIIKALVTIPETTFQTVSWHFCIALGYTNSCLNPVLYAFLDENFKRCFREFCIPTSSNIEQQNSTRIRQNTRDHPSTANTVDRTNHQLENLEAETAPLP
# Target sequence (P41143 whole entry, looked up): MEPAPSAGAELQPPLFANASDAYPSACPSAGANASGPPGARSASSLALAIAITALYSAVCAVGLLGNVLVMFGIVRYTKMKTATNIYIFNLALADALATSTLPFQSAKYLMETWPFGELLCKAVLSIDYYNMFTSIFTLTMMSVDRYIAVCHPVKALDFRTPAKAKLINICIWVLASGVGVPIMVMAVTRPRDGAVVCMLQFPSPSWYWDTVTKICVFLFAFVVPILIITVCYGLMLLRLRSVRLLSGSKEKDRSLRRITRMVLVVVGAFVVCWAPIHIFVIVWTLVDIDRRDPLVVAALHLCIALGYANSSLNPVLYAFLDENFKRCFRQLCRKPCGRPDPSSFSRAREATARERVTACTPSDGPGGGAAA
# LANA DNA inh: blocks KSHV LANA C-terminal domain binding to DNA. MBP-C-LANA/FAM-LBS DNA binding, fluorescence polarization. inhibition, % at 9 µM. hit rate 0.078% among 340,000;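 active = highest replicate inhibition at or above 60% at 9 µM, even if other replicates fall short; inactive = all replicates below 60% inhibition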;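 also: 0% = neutral control wells and 100% = 4 µM acridine orange control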
# MOR-DOR inv ag: mu-delta opioid heterodimer inverse agonism; AID 504357; hit rate 0.21% among 340,000; cell-based MOR-DOR heterodimer luminescence; inhibition, % at 9.3 µM; in the data active = inhibition above about 22%, passing the limit was not always enough;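 also: 0% = cells with DMSO and 100% = wells without cells with DMSO; values of inactives mirror those of a sister screen read the other way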
# Numbers without * were called inactive; x = no result given.
SMILES,RTF Ca sens inh,cardiac RTF act,HTR5A ag ctr,V-ATPase pH,CAL PDZ FP,HTR5A inv ag,Keap1 Nrf2 FP,MOR-DOR ag,LANA DNA inh,MOR-DOR inv ag
CC(C)(O)C#Cc1ccc(CN2CCCC(CNC(=O)c3ccco3)C2)cc1 (stereo unspecified),6,-6,-3,-2,0,3,-1,-1.9,-0.4,10
O=C(Nc1nccs1)C1(S(=O)(=O)c2ccc(Cl)cc2)CC1,1,-1,1,4,-1,-9,0,-0.6,-1.8,3
CCn1c(Cc2ccccc2)nnc1SCC(=O)Nc1nc(C)c(C)s1,1,3,1,6,x,-12,-2,-2.1,0.4,11
O=C(OCC(=O)N1CCCC1)c1c(Cl)cccc1Cl,2,-3,-2,-3,3,5,-2,-3.8,0.6,24
CCn1cc(C(=O)Nc2ccc(OC)c(S(=O)(=O)N3CCCCC3)c2)c(=O)c2ccc(C)nc21,-8,-7,4,2,-2,-15,-1,-1.4,-0.9,7
CC(C)NC(=O)CSc1ncccc1-c1nc2ccccc2[nH]1,0,6,-1,-1,-5,14,-4,-2.0,0.4,10
COc1ccc(OCC(=O)N/N=C/C(C)=C/c2ccco2)c(Br)c1,2,-1,9,4,0,-28,-7,5.6,-1.4,-45
N[C@@H](Cc1ccccc1)C(=O)N1CCC(C(=O)N[C@@H](Cc2c[nH]c3ccccc23)C(=O)O)CC1,-3,-2,-4,5,-7,14,-2,-1.2,0.0,6
N#C/C(=C\c1ccccn1)c1ccccn1,-6,6,-4,6,-1,14,2,-0.7,-1.8,3
O=C(Cn1nnc2ccccc21)OCc1ccccc1,-10,-1,0,0,13,9,0,-3.7,0.0,18
Cc1ccc(OCCn2c(C)c(/C=N/n3cnnc3)c3ccccc32)cc1,-9,-4,21*,0,-2,-31,-2,0.2,2.5,-1
Cc1cccc(OCC(=O)NCCNC(=O)c2ccco2)c1,-13,6,2,0,19,-13,-9,-0.2,0.2,1
Cn1c(=O)c2c(n(C)c1=O)=NC1(CCCCC1)ON=2,-10,-3,-5,1,-2,18,-2,-2.2,0.2,10
CCOC(=O)c1sc(NC(=O)CC(C)c2ccccc2)nc1C (stereo unspecified),-18,1,-7,-2,x,-16,-2,1.6,-0.3,-8
CC(=O)c1c(O)c(C)c(O)c2c1OC1=CC(=O)C(C(C)=O)C(=O)[C@@]12C (stereo partly specified),-12,7,5,-4,-1,-20,-37,-1.4,-6.2,6
Cc1cccc(N2CC(C(=O)OCC(=O)c3ccc(OC(=O)c4cccs4)cc3)CC2=O)c1C (stereo unspecified),-5,-2,0,-3,-1,-22,-8,-2.6,-0.7,13
O=C(O)c1ccccc1N=Cc1c(O)n(-c2nccs2)c(=O)c2ccccc12,7,0,5,-1,0,-14,4,-0.9,-4.9,5
CCN(Cc1ccccc1)C(=O)CCS(=O)(=O)c1ccc2c(c1)oc(=O)n2C,-8,1,1,1,-2,-2,-9,-3.3,0.6,17
CN(C)c1nnnn1Cc1ccccc1,4,-7,-2,-1,-6,-25,-1,-5.0,3.5,23
COc1ccc(NC(=O)CSc2nnc(-c3ccoc3C)n2CC2CCCO2)cc1 (stereo unspecified),-5,-5,0,2,-5,-27,-3,-0.3,2.1,2
Cc1ccc(-c2[nH]c3ccccc3c2SCCN)cc1,3,-4,-2,5,1,-23,2,-0.5,-0.2,3
CC(C)n1nnnc1C(c1ccc(F)cc1)N1CCN(C2CCCC2)CC1 (stereo unspecified),-4,0,-1,3,-5,0,3,-2.3,0.7,10
COc1ccc(-c2nnc(SCC(=O)NCc3ccco3)o2)cc1,-2,9,0,-1,-4,-10,5,-2.0,0.3,12
Cn1ncc(Cl)c1C(=O)Nc1cc(C(F)(F)F)ccc1F,-6,2,-3,1,-3,10,5,1.7,-0.1,-8
Cc1ccc(NC(=O)C2Oc3ccccc3OC2C)cc1 (stereo unspecified),3,-6,-1,2,-1,9,0,0.3,-0.9,-2

# Reprinted from the entries so far for reference:
SMILES,RTF Ca sens inh,cardiac RTF act,HTR5A ag ctr,V-ATPase pH,CAL PDZ FP,HTR5A inv ag,Keap1 Nrf2 FP,MOR-DOR ag,LANA DNA inh,MOR-DOR inv ag
CCN(Cc1ccccc1)C(=O)CCS(=O)(=O)c1ccc2c(c1)oc(=O)n2C,-8,1,1,1,-2,-2,-9,-3.3,0.6,17
CN(C)c1nnnn1Cc1ccccc1,4,-7,-2,-1,-6,-25,-1,-5.0,3.5,23

# (list continues)
SMILES,RTF Ca sens inh,cardiac RTF act,HTR5A ag ctr,V-ATPase pH,CAL PDZ FP,HTR5A inv ag,Keap1 Nrf2 FP,MOR-DOR ag,LANA DNA inh,MOR-DOR inv ag
Cc1ccc(S(=O)(=O)c2nc(NC3CCS(=O)(=O)C3)sc2Cl)cc1 (stereo unspecified),-4,4,-1,0,4,2,-2,-0.5,0.1,3
CCCc1cc(=O)[nH]c2nnc(SCC(=O)Nc3ccc(NC(C)=O)cc3)n12,-7,-3,0,6,4,11,-2,-4.0,0.2,20
CSc1nc(NCC(C)C)nc(N2CCOCC2)n1,0,0,0,2,16,6,4,-2.6,1.4,13
CN1CCC(N(C)C(=O)Cc2ccccc2[N+](=O)[O-])CC1,3,-4,1,0,-3,-3,2,-1.5,-0.1,8
COc1ccc(-c2nc(SCC(=O)NC3CCCCC3)n[nH]2)cc1,-4,3,3,2,1,-11,-2,-0.3,-1.4,2
O=C(O)/C=C/C(=O)c1ccc2c(c1)NC(=O)CO2,-9,-1,2,-2,-2,-7,-32,-2.2,0.3,12
C#CCOCCOCCOCCNc1nc(N2CCN(C(=O)CCCCCCCCCCNC(=O)Cn3cc(C[C@@H](C)O)nn3)CC2)nc(N2CCN(C(=O)CCCCCCCCCCNC(=O)[C@H](CCCCN)n3cc(CCCC(=O)O)nn3)CC2)n1,-11,-3,-3,2,-6,8,-12,-3.2,-2.8,18
COC(=O)c1ccc(NC(=O)COC(=O)c2cccc3c(=O)c(C)c(-c4ccccc4)oc23)cc1,-14,-1,1,0,-7,-2,0,-3.0,0.4,15
COc1ccc(C(=O)NCc2ccc(-n3cccc3)cc2)cc1OC,-26,-7,4,14,-3,-12,-1,-0.8,1.0,4
Cc1ccc(Cl)c(NC(=O)CN2CCNC(=O)C2)c1Cl,-1,-5,-2,-2,1,5,-2,-0.8,-4.9,4
O=C(O)CCNS(=O)(=O)c1ccccc1Br,-9,-2,1,2,x,-25,7,-2.7,0.4,14
COc1cccc(N(C(=O)c2ccn[nH]2)C2(C(=O)Nc3c(C)cccc3C)CCCCC2)c1,6,2,0,0,-5,11,1,-3.1,15,17
CC(C)c1ccc(S(=O)(=O)N2CCN(CC(=O)Nc3ccc(Cl)cc3F)CC2)cc1,-4,-3,3,-1,-13,14,-4,0.3,-1.1,-1
O=C(OC(C(=O)NCc1cccs1)c1ccc(F)cc1)c1ccco1 (stereo unspecified),0,4,-4,-1,-1,-11,-1,0.8,0.7,-5
COC(=O)N(C)CCCC1(C)C(=O)N(C)c2ccc(O)cc21 (stereo unspecified),-6,-1,5,-103,-2,2,-1,0.6,-0.7,-3
CCn1c(SCC(=O)Nc2ccccc2-c2ccccc2)nnc1-c1ccoc1C,-1,4,0,-1,x,22,-2,-1.7,0.5,10
COc1ccccc1OCCNC(=O)Cc1ccc(Cl)c(Cl)c1,0,0,2,-1,-1,-6,2,-2.0,0.4,10
O=C(C1CCC1)N1CCc2cc(S(=O)(=O)NCc3cccnc3)ccc21,-11,-2,2,-3,0,-13,-5,0.3,-0.9,-2
OC1=C(O)c2nc3ccccc3nc21,2,2,2,4,2,-33,-5,-15,-0.9,84*
O=C(COC(=O)Cc1ccccc1F)Nc1cccc(F)c1,-5,6,-2,0,0,6,1,0.5,0.8,-2
S=C(NCCCN1CCN(CCCNC(=S)NC2CCCCC2)CC1)NC1CCCCC1,-2,-3,1,2,-4,-5,-5,-2.8,1.9,14
COc1ccccc1N1CCN(C2=NS(=O)(=O)c3ccccc32)CC1,1,3,3,8,0,-14,-2,-0.2,0.2,1
CCOC(=O)c1ccc(NC(=O)CSc2ccc(-c3ccccn3)nn2)cc1,-13,3,0,2,-6,-2,-2,1.3,0.3,-7
Cc1[nH]c2ccccc2c1C(=O)C(=O)NCC1CCCO1 (stereo unspecified),-6,1,1,-4,1,-4,-3,-2.7,0.5,13
CCOc1ccccc1C1N(c2ccc(OC)cc2)C(=O)C2CCCN21 (stereo unspecified),0,-3,-2,-2,-3,4,-5,-3.7,1.8,19
# More compounds
SMILES,RTF Ca sens inh,cardiac RTF act,HTR5A ag ctr,V-ATPase pH,CAL PDZ FP,HTR5A inv ag,Keap1 Nrf2 FP,MOR-DOR ag,LANA DNA inh,MOR-DOR inv ag
Cc1cc(-c2ccc(S(=O)(=O)N(C)c3ccc(C)c(C)c3)s2)on1,-6,4,-3,0,x,11,-6,-3.2,-0.8,17
CC(O)CNc1nc2sc3c(c2c(=O)n1CCc1ccccc1)CCCCC3 (stereo unspecified),-4,0,1,-3,-1,8,-6,4.8,-2.1,-35
Cc1cccc(Cn2c(SCCN3CCOCC3)nc3c2c(=O)n(C)c(=O)n3C)c1,0,-2,3,-3,x,7,-3,-2.6,-1.0,14
CCCN(C(=O)c1cc(Cl)nc2ccccc12)c1c(N)n(Cc2ccccc2)c(=O)[nH]c1=O,-10,0,-4,-4,2,11,-3,-0.7,0.2,3
COc1cccc(N(CC(=O)NCCSc2ccccn2)S(=O)(=O)c2ccccc2)c1,-17,-2,4,-3,1,-22,-1,4.5,0.1,-37
COc1cccc(CN=C2Nc3ccccc3CS2)c1,11,-1,1,-1,4,-4,6,-3.1,1.3,18
CCC(=O)Nc1ccc(C(=O)N/N=C/c2ccccc2[N+](=O)[O-])cc1,-9,-1,-1,8,1,15,2,1.1,-0.5,-6
Cc1onc(-c2ccccc2)c1C(=O)NC(CC(=O)O)c1ccc(OC(C)C)cc1 (stereo unspecified),-2,-3,0,1,x,-1,0,-3.6,-0.6,19
CCC1=NN2C(=N)/C(=C\c3cccn3-c3cccc(Cl)c3)C(=O)N=C2S1,-2,2,0,2,-8,-1,-3,0.1,3.3,-1
CC(C)C(NS(=O)(=O)c1ccccc1)C(=O)N1CCN(C(=O)c2ccco2)CC1 (stereo unspecified),2,2,2,2,1,3,-5,-4.5,-1.7,15
Cc1ccc(S(=O)(=O)N2CCN(C(C)C)CC2)cc1,x,x,x,0,6,x,-3,x,-0.5,x
CN(CC(=O)Oc1ccc(-c2nnco2)cc1)S(=O)(=O)c1ccc(F)cc1,0,7,0,1,0,-1,-11,-1.7,0.9,9
CN(C)CCCN(C(=O)c1ccc(S(=O)(=O)N(C)Cc2ccccc2)cc1)c1nc2c(F)cccc2s1,-6,-2,0,-3,-5,3,-3,47*,-1.6,-244
O=C(O)CCCC(=O)N1CCc2cc(S(=O)(=O)NCc3ccccc3)ccc21,5,-9,-1,-3,x,-3,5,-1.6,-0.4,8
O=C(CCCNS(=O)(=O)c1cccc2nsnc12)NCc1ccccc1,-6,-2,0,-1,1,-36,1,-0.2,0.9,1
CCOc1ccc(N2C(=O)CC(N3CCN(C4CCc5ccccc5C4)CC3)C2=O)cc1 (stereo unspecified),-12,-5,2,0,-1,13,-2,-3.1,-0.3,18
O=C(NCCCn1ccnc1)c1cc2c(s1)CCCC2,5,-4,2,2,1,3,-2,-5.0,1.3,17
CCOc1ccc(C2NC(=O)NC(C)=C2[N+](=O)[O-])cc1OC (stereo unspecified),-2,3,6,0,3,32,-8,-1.8,-0.7,10
O=C(NC(=S)Nc1ccc(N2CCOCC2)cc1)c1cncc(Br)c1,0,-2,1,-1,-3,-9,-1,-2.1,-0.3,10
